MITF inh: MITF inhibitors, primary screen, biochemical, AlphaScreen, human | 650,000 compounds, 0.91% hits | AlphaScreen MITF homodimerization, bead proximity signal | Microphthalmia-associated transcription factor (Homo sapiens), O75030 | inhibition, % at 2.6 µM; in the data active means inhibition above about 50%;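 further: 0% = vehicle wells with protein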
Target sequence (O75030 whole entry, looked up): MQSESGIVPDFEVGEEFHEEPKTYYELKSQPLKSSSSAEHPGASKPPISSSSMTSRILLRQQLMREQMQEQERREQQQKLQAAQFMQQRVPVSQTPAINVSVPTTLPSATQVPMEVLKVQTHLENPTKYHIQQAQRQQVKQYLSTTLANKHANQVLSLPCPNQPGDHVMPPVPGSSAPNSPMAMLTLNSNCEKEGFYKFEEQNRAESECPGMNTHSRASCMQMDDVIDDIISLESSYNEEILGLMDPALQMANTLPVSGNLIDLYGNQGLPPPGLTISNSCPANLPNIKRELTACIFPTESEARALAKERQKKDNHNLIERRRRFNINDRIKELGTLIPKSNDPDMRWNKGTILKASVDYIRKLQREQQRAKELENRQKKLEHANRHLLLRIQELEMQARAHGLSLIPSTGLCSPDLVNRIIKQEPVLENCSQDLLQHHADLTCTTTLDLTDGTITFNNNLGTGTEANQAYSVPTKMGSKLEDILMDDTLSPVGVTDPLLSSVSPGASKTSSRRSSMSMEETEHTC
FBW7 activator: FBW7 E3 ligase activators, primary screen, biochemical, AlphaScreen, human | F-box/WD repeat-containing protein 7 (Homo sapiens), Q969H0 | AlphaScreen FBW7–phospho-cyclin E peptide binding, activator screen | normalized activity (activation), % at 26.1 µM | AID 1259310, 2017 | 650,000 compounds, 0.13% hits; in the data active means normalized activity above about 1.9%;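 further: purified mutant Fbw7 with reduced substrate affinity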
GPR151 ag: activators of human GPR151, primary screen, cell-based, PathHunter beta-arrestin, luminescence | G-protein coupled receptor 151 (Homo sapiens), Q8TDV0 | PathHunter beta-arrestin GPR151 cells | activation, % at 11.2 µM | 650,000 compounds, 1% hits | AID 1508602, 2020; in the data active means activation above about 4.9%;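 further: 0% = median of compound wells and 100% = cells with positive control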
Target sequence (Q8TDV0 whole entry, looked up): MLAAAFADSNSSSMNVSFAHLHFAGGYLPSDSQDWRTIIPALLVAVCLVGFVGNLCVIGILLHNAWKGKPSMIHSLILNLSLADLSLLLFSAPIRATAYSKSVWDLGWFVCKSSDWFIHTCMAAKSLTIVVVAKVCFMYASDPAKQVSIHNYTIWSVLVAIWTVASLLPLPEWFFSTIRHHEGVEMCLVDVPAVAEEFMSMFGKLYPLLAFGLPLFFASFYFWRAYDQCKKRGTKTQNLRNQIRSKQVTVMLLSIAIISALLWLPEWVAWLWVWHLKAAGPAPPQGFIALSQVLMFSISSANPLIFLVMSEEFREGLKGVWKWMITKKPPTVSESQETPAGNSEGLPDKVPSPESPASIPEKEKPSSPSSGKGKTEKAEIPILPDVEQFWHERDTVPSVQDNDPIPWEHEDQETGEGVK
TEAD-YAP block: TEAD-YAP interaction inhibition, primary screen, TEAD-YAP interaction inhibitor project, luminescence, HEK-TIYL cells; TEAD-Gal4/YAP UAS-luciferase luminescence; inhibition, % at 9.12 µM; 640,000 compounds, 1.4% hits; AID 1259422, 2018; in the data active means inhibition above about 32%;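 further: 0% = median of test compound wells and 100% = reference inhibitor wells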
Numbers without * were called inactive; · = no result given.

SMILES | MITF inh | FBW7 activator | GPR151 ag | TEAD-YAP block
COc1ccc(-c2noc(=O)n2Cc2cccc(C)c2)cc1 | 4.5 | 0.3 | 1.3 | 5.7
CC(C)(C)C1CCc2c(sc(NC(=O)c3ccccc3F)c2C(=O)N2CCN(Cc3ccccc3)CC2)C1 (stereo not given) | -12.5 | 0.1 | -1.5 | -3.1
CN1CCN(CCC(=O)N/N=C/c2ccc(O)cc2)CC1 | 25.4 | -0.1 | 2.1 | 0.1
O=C(NCc1cccnc1)c1cnc(Nc2ccncn2)s1 | -2.9 | 0.0 | -1.0 | -5.9
Cc1ccc(NC(=O)CN2C(=O)NC3(CCCCC3C)C2=O)cc1Cl (stereo not given) | -2.6 | -0.2 | -0.5 | 2.8
COc1ccc(O)c(/C=N/NC(=O)c2ccc(OC)cc2OC)c1 | -4.0 | -0.2 | -0.1 | -29.6
O=C(O)CN1CCN(Cc2ccc(F)cc2)C1=O | 4.6 | 0.0 | 0.2 | 8.2
Cc1cccc(CC(=O)Nc2cnn(-c3ccccc3C(=O)Nc3cccc(C(N)=O)c3)c2)c1 | 21.4 | 0.2 | 0.9 | -2.2
COc1ccc(NC(=O)CC2S/C(=N/N=C/c3ccc(O)c(OC)c3)NC2=O)cc1 (stereo not given) | 8.1 | 0.1 | 3.0 | -3.8
Cc1ccc(N2CC(C(=O)Nc3nnc(COc4ccc(Cl)cc4)s3)CC2=O)cc1 (stereo not given) | 5.5 | 0.0 | 0.0 | 3.3
CCOC(=O)Cc1ccc(N(Cc2cccs2)S(=O)(=O)c2ccc(F)c(C)c2)cc1 | 13.7 | 0.0 | -0.1 | 6.0
O=C(c1csc(-c2cnccn2)n1)N1CCN(c2ccccn2)CC1 | 19.0 | 0.0 | 0.3 | 6.6
COc1cccc(C2C=C(c3ccc(Br)cc3)Nc3nnnn32)c1OC (stereo not given) | -6.5 | -0.1 | 0.2 | -6.1
C=C1C[C@H](O)[C@H](C/C=C\CCCC(=O)O)[C@H]1/C=C/[C@@H](O)CCCCC | 0.5 | · | -1.0 | ·
Cc1cc(N2C(=O)CSC2c2ccc([N+](=O)[O-])cc2)ccc1Br (stereo not given) | 22.2 | 0.5 | 1.0 | 3.0
Cc1cc(N2C(=O)c3ccc(C(=O)c4cccc([N+](=O)[O-])c4)cc3C2=O)no1 | 11.3 | 0.3 | 1.0 | 4.0
CC(=O)c1ccc(NC2c3ncccc3C(=O)N2Cc2ccco2)cc1 (stereo not given) | -1.0 | -0.1 | 0.2 | 14.3
O=C(CCc1nnc(CCc2c[nH]c3ccccc23)o1)NCC1CC1 | 3.3 | -0.1 | 5.4* | 2.7
COc1cc(/C=C(\C#N)c2ccc(Cl)cc2)ccc1O | 2.4 | 0.0 | -0.4 | 7.2
Cc1cccc(N2CCN(S(=O)(=O)c3cccc4nsnc34)CC2C)c1 (stereo not given) | 5.2 | -0.1 | -1.3 | -4.8
COc1ccccc1CCC(=O)Nc1ccc2c(c1)CN(C(=O)c1ocnc1C)CC2 | 2.5 | 0.0 | -0.8 | -4.5
CCC(c1nnnn1Cc1ccc2c(c1)OCO2)N1CCN(c2ccc(OC)cc2)CC1 (stereo not given) | -4.0 | -0.2 | 0.8 | 0.8
Cc1ccc(OCCCCN2CCNCC2)c(C(C)(C)C)c1 | -0.5 | -0.3 | 0.6 | 5.8
CCOC(=O)C1CCN(C(=O)CC(NS(=O)(=O)c2ccc(C)cc2)c2ccco2)CC1 (stereo not given) | 2.2 | 0.1 | -0.6 | 4.1
COc1ccc(CNCc2c(C(=O)O)n(Cc3ccc(F)cc3)c3cc(OC)ccc23)cc1 | 4.5 | -0.3 | 1.9 | 5.0
CCCCCc1nnc(N)s1 | -0.9 | 0.3 | 1.9 | 5.8
Cn1nccc1Nc1nc2ccc(C(=O)NCc3nc4ccccc4[nH]3)cc2s1 | 1.3 | -0.2 | -0.7 | -5.3
OCc1nc2ccccc2n1CC(O)COc1ccccc1 (stereo not given) | -6.9 | -0.1 | -1.5 | -0.5
CC(C)CNC(=O)c1cc(-c2cccs2)on1 | 1.7 | 0.0 | -1.2 | -146.2
COCCNc1ccc2ncc(-c3ccccc3Cl)n2n1 | -17.9 | -0.2 | -0.6 | -5.5
Clc1ccc(-c2csc(N/N=C\c3ccco3)n2)cc1 | 22.0 | 0.1 | 4.0 | -42.8
O=C(c1cc(-c2cccnc2)on1)N1CCN(Cc2ccccc2)CC1 | -4.4 | -0.1 | -0.4 | -4.7
Cc1cccc2cc(CC3CC(c4ccc(Br)cc4)=NN3C(=O)CCC(=O)O)c(Cl)nc12 (stereo not given) | -0.2 | -0.2 | -0.4 | -9.0
Cc1ccc(C(=O)Nc2sccc2C#N)cc1 | 18.6 | 0.1 | -5.5 | -45.3
COc1cccc(-c2n[nH]c3c2C(c2ccc(F)cc2)NC3=O)c1 (stereo not given) | -0.6 | -0.1 | -0.8 | 3.4
CCOc1cc(C=C2C(=O)NC(=O)NC2=O)ccc1OCc1ccc(C(=O)O)cc1 | 14.7 | -0.4 | -1.1 | 1.4
CC1=C(C(=O)NCc2ccccn2)C2(CCCCC2)OC1=O | 14.5 | 0.0 | -1.5 | 2.8
COc1ccc(-c2cc(-c3cccnc3)c(C#N)c(N)n2)cc1 | -3.9 | -0.2 | -0.3 | -3.2
CC1=NN(c2cccc(C(F)(F)F)c2)C(=O)/C1=C/c1cccs1 | 13.4 | 0.2 | -0.5 | 10.6
CCOC(=O)NC(=O)Cn1c(=O)oc2ccccc21 | 10.1 | 0.1 | -1.1 | 0.2

Taken from above:
GPR151 ag with `COc1ccc(O)c(/C=N/NC(=O)c2ccc(OC)cc2OC)c1` is entered as -0.1
FBW7 activator with `COCCNc1ccc2ncc(-c3ccccc3Cl)n2n1` is entered as -0.2

Remaining list, next part:
SMILES | MITF inh | FBW7 activator | GPR151 ag | TEAD-YAP block
CCN1C(=O)c2cccc3c(S(=O)(=O)NCc4ccco4)ccc1c23 | 11.3 | 0.0 | 3.0 | 9.0
O=S(=O)(NC1=NCCCCC1)c1ccc(Cl)cc1 | 3.2 | 0.1 | 1.3 | 9.7
CN(Cc1cccs1)C(=O)COc1ccccc1C#N | -8.8 | -0.1 | -0.5 | -25.8
Cc1ccc(S(=O)(=O)N/N=C2/CCCCC3CC23)cc1 (stereo not given) | -12.6 | 0.0 | 2.2 | 4.9
COc1cc(Cl)cc(/C=C2\SC(=O)N(CC(=O)Nc3ccccc3F)C2=O)c1O | 5.7 | -0.1 | 2.8 | -7.5
O=C(COC(=O)C1CC1)Nc1ccc2[nH]c(=O)[nH]c2c1 | -4.3 | -0.1 | 1.0 | 8.0
COc1ccc(/C=C/C(=O)NCCc2ccc(OC)c(OC)c2)cc1 | -2.5 | 0.0 | 0.1 | -0.8
CC(C)NC(=O)CN(C)S(=O)(=O)c1ccc(F)cc1 | 2.9 | 0.1 | -0.5 | -4.4
CC(=O)CSc1nc(CC(C)C)nc2c1c(=O)n(C)c(=O)n2C | -1.8 | 0.3 | -0.1 | -0.4
CC(/C=N/N=C(N)N)=C\c1ccccc1 | -6.6 | 0.1 | -1.0 | 17.7
CCOc1ccc(C2=NC(c3ccc(C(F)(F)F)cc3)NC(c3cccc(OCC)c3O)C2)cc1 (stereo not given) | 3.0 | 0.0 | -0.3 | -18.0
CCc1ccccc1NS(=O)(=O)c1c(C)noc1C | 20.0 | 0.5 | -0.7 | 0.1
Cc1cccc(CNC(=O)C2CC23CCN(C(=O)/C=C/c2cccs2)CC3)n1 (stereo not given) | 19.6 | 0.2 | 0.8 | 2.6
COc1cccc(OC)c1C(=O)Nn1c(-c2ccc(C(C)(C)C)cc2)nc2ccccc2c1=O | -15.6 | 0.2 | 0.0 | 24.1
C=CCCOc1ccc(OC(=O)c2ccc(OCCC=C)cc2)cc1 | -3.4 | 0.2 | 0.1 | -10.5
CCOc1cccc(/C(O)=C2\C(=O)C(=O)N(CCOC)C2c2ccco2)c1 (stereo not given) | 9.2 | -0.2 | -0.6 | -18.9
CCC(=O)NNC(=O)c1ccc(Br)cc1 | -7.7 | 0.2 | 1.8 | 5.3
COc1cccc(NC(=O)CCN2CCc3ccccc3C2)c1 | -5.9 | 0.1 | 1.2 | -2.3
COC(=O)c1c(NC(=O)c2cc(-c3ccc(C(C)C)cc3)nc3ccccc23)sc(C)c1C | -10.4 | -0.2 | -0.9 | -12.1
Cc1ccc(-n2c(C)cc(/C=N/NC(=O)CCNC(=O)c3ccccc3)c2C)cc1 | 18.4 | -0.1 | 2.3 | -5.2
C[C@@H]1C[C@@H](CC(=O)N2CCC(CO)(CCOc3ccccc3)CC2)NC(=S)N1 | 13.0 | 0.1 | 0.0 | -1.1
Cc1ccc(NC(=O)CSc2ncnc3c2oc2ccccc23)c(C)c1 | -0.3 | -0.1 | 0.6 | 10.2
CC(C)c1ccc(NC(=O)Cn2c(=O)n(Cc3ccncc3)c(=O)c3ncccc32)cc1 | 15.5 | 0.5 | -2.2 | 5.1
COc1ccc(NC(=O)c2ccc([N+](=O)[O-])o2)cc1 | 3.1 | 1.1 | -2.9 | -39.6
Cc1ccc(N=Nc2cc(C)ccc2NC2OC(C)C(O)C(O)C2O)cc1 (stereo not given) | 18.2 | -0.9 | -5.6 | 0.2
Cc1ccc(-c2nc3ccccc3s2)cc1NC(=O)c1cccc2c(Br)cccc12 | 12.1 | 0.1 | -0.2 | 12.9
COc1cccc(/C=N/NC(=O)c2cc(-c3ccco3)[nH]n2)c1O | 41.3 | -0.7 | -0.4 | 23.3
CCCN(C(=O)c1coc(=O)c2ccccc12)c1ccccc1C | 1.3 | 0.1 | -0.7 | 38.2*
O=C(Nc1ccc([N+](=O)[O-])cc1Br)c1ccccc1 | 14.2 | 0.1 | -1.2 | 2.3
O=C(CN1CCC(n2nnc3cc(C(F)(F)F)ccc32)CC1)Nc1cccc([N+](=O)[O-])c1 | 16.6 | 0.0 | -0.3 | -2.3
CCOc1cc(/C=C2/C(=N)N3N=C(C)SC3=NC2=O)cc(Cl)c1OCCOc1cc(C)ccc1C | 14.5 | 0.1 | -0.5 | -6.4
O=[N+]([O-])c1ccccc1NC(=S)N/N=C/c1ccncc1 | -6.3 | -0.3 | 0.7 | -64.9
Cc1cc2c(cc3c(=O)n(CC(=O)NC(C)C)nc(C)n32)o1 | -6.4 | 0.0 | 1.1 | -1.6
CCOC(=O)c1sc2nc(SCc3cc(F)ccc3F)n(CC3CCCO3)c(=O)c2c1C (stereo not given) | 15.8 | 0.0 | 0.3 | 5.8
COCCOC(=O)c1c(C)oc2cc(Br)c(OCC(N)=O)cc12 | -6.9 | -0.1 | 0.2 | -6.7
Cc1nc2ccccc2c2c1C(=O)N(C(C)C)C2=O | -3.3 | -0.1 | -0.9 | 13.5
COc1ccccc1CC(=O)NC(C)c1nc(-c2ccncc2)n[nH]1 (stereo not given) | 6.2 | -0.1 | -0.4 | 0.5
CC1=NN(C(=O)c2cc3c(C)nn(-c4ccccc4)c3s2)C(O)(C(F)(F)F)C1 (stereo not given) | 7.1 | 0.0 | 4.9 | 6.5
Oc1cccc(CCC2CCCCN2Cc2nc(-c3ccccn3)no2)c1 (stereo not given) | 17.0 | 0.1 | -1.7 | -13.9
COc1cccc(OC)c1C(=O)NCCCO | -0.9 | 0.1 | 1.7 | 2.7

Compounds above containing a furan ring, fused or not, in the order listed:
SMILES | MITF inh | FBW7 activator | GPR151 ag | TEAD-YAP block
CC(=O)c1ccc(NC2c3ncccc3C(=O)N2Cc2ccco2)cc1 (stereo not given) | -1.0 | -0.1 | 0.2 | 14.3
CCOC(=O)C1CCN(C(=O)CC(NS(=O)(=O)c2ccc(C)cc2)c2ccco2)CC1 (stereo not given) | 2.2 | 0.1 | -0.6 | 4.1
Clc1ccc(-c2csc(N/N=C\c3ccco3)n2)cc1 | 22.0 | 0.1 | 4.0 | -42.8
CCN1C(=O)c2cccc3c(S(=O)(=O)NCc4ccco4)ccc1c23 | 11.3 | 0.0 | 3.0 | 9.0
CCOc1cccc(/C(O)=C2\C(=O)C(=O)N(CCOC)C2c2ccco2)c1 (stereo not given) | 9.2 | -0.2 | -0.6 | -18.9
Cc1ccc(NC(=O)CSc2ncnc3c2oc2ccccc23)c(C)c1 | -0.3 | -0.1 | 0.6 | 10.2
COc1ccc(NC(=O)c2ccc([N+](=O)[O-])o2)cc1 | 3.1 | 1.1 | -2.9 | -39.6
COc1cccc(/C=N/NC(=O)c2cc(-c3ccco3)[nH]n2)c1O | 41.3 | -0.7 | -0.4 | 23.3
Cc1cc2c(cc3c(=O)n(CC(=O)NC(C)C)nc(C)n32)o1 | -6.4 | 0.0 | 1.1 | -1.6
COCCOC(=O)c1c(C)oc2cc(Br)c(OCC(N)=O)cc12 | -6.9 | -0.1 | 0.2 | -6.7

Continuation.
SMILES | MITF inh | FBW7 activator | GPR151 ag | TEAD-YAP block
Cc1cccc(NC(=O)c2sc3nc4c(c(-c5cccs5)c3c2N)CCC4)c1 | 13.0 | 0.5 | -1.7 | 18.6
COc1ccccc1OCCOc1ccc(/C=C2/C(=N)N3OC(C)=CC3=NC2=O)cc1 | 13.3 | -0.1 | 0.6 | 14.2
COc1ccccc1OCCSc1nc(-c2ccccc2)cc(=O)[nH]1 | 20.8 | -0.1 | -0.1 | -10.5
O=C(O)c1cn(-c2ccccc2)nc1C12CC3CC(CC(C3)C1)C2 | -11.1 | -0.1 | -1.1 | -3.0
CCN(C(=O)CSc1nc2ccsc2c(=O)n1Cc1ccc2c(c1)OCO2)c1cccc(C)c1 | -4.9 | -0.1 | -0.3 | -6.3

Source: PubChem
